Pf growth 96h: Primary qHTS for delayed death inhibitors of the malarial parasite plastid, 96 hour incubation. hit rate 6.9% among 320,000. P. falciparum luciferase reporter growth, 96 h. AID 504834, 2011. Potency, µM (series often up to 28.7 µM), for the others: at the highest dose activity change, negative = inhibition, actives largely listed as inhibitors; also: potency is read from the fitted curve at half-maximal effect; % is scaled to controls: 0 for no effect and ±100 for the full control effect
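P. falciparum expressing integrated firefly luciferase, in erythrocytes at 2% hematocrit, 0.05% parasitemia, incubated with compounds 96 h at 37 C, 5% CO2. Growth inhibition read as loss of luminescence; two-generation exposure targets delayed-death apicoplast inhibitors.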
CHX counter: Cycloheximide Counterscreen for Small Molecule Inhibitors of Shiga Toxin | max response, % | AID 2314, 2010 | cell reporter, cycloheximide protein synthesis inhibition counterscreen | hit rate 12% among 300,000; in the data active = max response mostly above about 13%, no sharp cut-off; inactive = mostly below about 14%; also: read at 38.3 µM for the half of the compounds with a filed dose; 0% is about no effect
HCV inhibitor: qHTS Assay for Inhibitors of Hepatitis C Virus (HCV); Huh7.5.1 HCVcc-Cre infection, luciferase reporter, 44 h; Potency, µM (titrated, usually from 41.8 µM), inactives show at the highest dose activity change, negative = inhibition, hits mostly inhibitors; hit rate 3.4% among 340,000; also: potency is read from the fitted curve at half-maximal effect; % is scaled to controls: 0 for no effect and ±100 for the full control effect
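Cells (1,000/well) were plated 4 h before compound, then infected with HCVcc-Cre virus (~0.5 moi). After 44 h further culture, infection was read as luciferase luminescence following a 15 min substrate incubation at room temperature.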
Shiga inhibitor: A qHTS for Small Molecule Inhibitors of Shiga Toxin; Vero cells, Shiga toxin protein synthesis inhibition reporter; inhibition, % at 38.7 µM; hit rate 9.2% among 290,000; AID 2315, 2010; in the data active = inhibition mostly above about 28%, no sharp cut-off; inactive = mostly below about 43%; also: 0% is about no effect
Pf growth 48h: Primary qHTS for delayed death inhibitors of the malarial parasite plastid, 48 hour incubation. P. falciparum luciferase growth in erythrocytes, 48 h. Potency, µM (highest dose often 28.7 µM), without a hit: top-dose activity change, negative = inhibition, usual class: inhibitors. hit rate 5.9% among 310,000. AID 504832, 2011; also: potency is read from the fitted curve at half-maximal effect; % is scaled to controls: 0 for no effect and ±100 for the full control effect
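Read-out is firefly luciferase luminescence from an integrated reporter in P. falciparum, so falling signal marks reduced parasite growth. Infected erythrocytes were at 2% hematocrit and 0.1% parasitemia (final) in Albumax-supplemented RPMI 1640.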
FBPA Giardia inh: qHTS Assay for Inhibitors of Fructose-1,6-bisphosphate Aldolase from Giardia Lamblia; hit rate 0.71% among 290,000; A8B2U2; purified Giardia FBPA; Potency, µM (doses to about 59.6 µM), for the others: at the highest dose activity, negative = inhibition, hits mostly inhibitors; also: potency is read from the fitted curve at half-maximal effect; % is scaled to controls: 0 for no effect and ±100 for the full control effect; nearly all actives have a fitted effect of over 55% in size
Target sequence (A8B2U2 whole entry, looked up): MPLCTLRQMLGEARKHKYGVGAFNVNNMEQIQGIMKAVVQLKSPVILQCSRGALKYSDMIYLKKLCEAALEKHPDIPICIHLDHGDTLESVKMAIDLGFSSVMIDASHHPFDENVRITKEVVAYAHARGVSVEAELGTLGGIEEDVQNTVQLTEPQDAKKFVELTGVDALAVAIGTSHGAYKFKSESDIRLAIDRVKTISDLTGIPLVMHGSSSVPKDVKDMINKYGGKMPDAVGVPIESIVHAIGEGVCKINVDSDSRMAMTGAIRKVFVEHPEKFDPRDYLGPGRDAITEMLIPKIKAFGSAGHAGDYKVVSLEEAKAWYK
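Giardia FBPA (40 nM reagent) was preincubated 10 min at RT with compound (up to 57.5 uM final), then substrate plus GAPDH/TPI/NAD/arsenate coupling system with diaphorase/resazurin was added; resorufin fluorescence (525/598 nm) was read after 20 min.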
Numbers without * were called inactive; ? = inconclusive; nt = no result given; & = joins results of further samples; [ ] = another dose, or the depositor's remark. Unless noted, calls follow the shape of the dose curve; as a rule, active = well fitted curve in the direction sought with a large enough effect; inconclusive = small, poorly fitted or top-dose-only effect, or another doubt; inactive = no such curve, though single readings can be large; an effect the other way counts as inactive or inconclusive.

Values run as follows: Pf growth 96h, CHX counter, HCV inhibitor, Shiga inhibitor, Pf growth 48h, FBPA Giardia inh
O=C(CCCn1cnc([N+](=O)[O-])n1)Nc1ccc(Cl)c(Cl)c1
 : 0%, 2, -11%, -13, -16%, nt
Cc1ccc(C(C(=O)NCCc2ccccc2)N(C(=O)c2csnn2)C2CC2)cc1 (configuration not stated)
 : -16%, -3, 5%, -9, -25%, nt
CC(C)C(NC(=O)c1ccc(C(C)(C)C)cc1)C(=O)Nc1cccc(S(N)(=O)=O)c1 (configuration not stated)
 : ?, 1, -6%, -11, ?, -8%
C/C=C/C(=O)N1CC2(CC(c3cccc(NC(=O)CC)c3)=NO2)C[C@H]1C(N)=O (some centres not stated)
 : ?, -2, 39%[activator], 9, 79%[activator], -2%
O=C(NNc1c2ccccc2nc2ccccc12)c1ccc(O)cc1
 : -102%, 24*, 10µM*, -7, ?, -3%
Cc1cc2cc3c(cc2nc1SCC(=O)O)CCC3
 : -1%, 4, -4%, 21, 0%, 28%
CNC(=O)c1cc(Oc2ccc(NC(=O)Nc3ccc(Cl)c(C(F)(F)F)c3)cc2)ccn1
 : 49%&-105%[activator], nt, 11µM*, nt, ?, nt
CC1CCCC(NC(=O)c2nn(C)c3c2CS(=O)(=O)c2ccccc2-3)C1C (configuration not stated)
 : 3%, -2, -1%, -1, -3%, -2%
Cc1cccc(N2CCN(C(=O)CCS(=O)(=O)c3ccc4c(c3)oc(=O)n4C)CC2)c1C
 : 9.3µM*, -1, 11µM*, 16, 13µM*, nt
CNCCOc1ccccc1-c1ccccc1
 : -15%, 19, -15%, -6, nt, -21%
CCOC(=O)N1CCC(N2C(=O)c3ccccc3C2Nc2cc(C)cc(C)c2)CC1 (configuration not stated)
 : ?, 1, -13%, -15, ?, 0%
Cc1ccc(NC(=S)N/C(=N/S(=O)(=O)c2ccccc2)c2ccccc2)cc1
 : nt, 49*, -27%&-6%, 90*, 183%[activator], ?
Cc1cc(=O)oc2c3c(cc(OCC(=O)NCCC(=O)O)c12)OC(C)(C)CC3
 : 0%, -2, 16%, 1, 12%, 3%
CCOC(=O)N1CCC(N2CCN(c3ccccc3)CC2)CC1
 : ?, -2, 0%, -6, ?, ?
CC1CCCC(C)N1C(=O)c1ccccc1Nc1ccc(SC(F)F)cc1 (configuration not stated)
 : 13µM*, -4, 2.8µM*, -12, ?, 0%
N#CCSc1nc2c(cc1C#N)CCCCCC2
 : 18%, -1, ?, 9, 0%, 0%
COCCN(Cc1cc2cc3c(cc2[nH]c1=O)OCO3)C(=O)c1cccs1
 : 52%[activator], -3, nt, -9, 39%[activator], 2%
COc1cccc(C(=O)Nc2cccc(-c3ccccc3)c2)c1
 : 58%[activator], 42*, ?, 78*, 25%, 0%
Cc1ccc(CCN2CCN=C2N(C)C)cc1
 : 2%, -2, 8%, -7, 16%, 12%
Oc1ccccc1-c1nc2c3ccccc3c3ccccc3c2[nH]1
 : ?, 9, ?, 36, 9.3µM*, 18µM*
Cc1ccc(C)c(NC2=NCC(=O)N2c2ccc3c(c2)OCCO3)c1
 : ?, 17*, 21%, 29, 24%, -3%
N#C/C(=C/c1ccc(Sc2nc3ccccc3[nH]2)o1)c1cccc(F)c1
 : -12%, 3, ?, 38, nt, -4%
CN(C)CCCNC(=O)c1ccc(CN(c2ccccc2)S(C)(=O)=O)cc1
 : 98%[activator], -2, 11%, 2, 17%, 1%
CN(C(=O)COC(=O)C1=COCCO1)C1(C#N)CCCCC1
 : 17%, nt, -17%, nt, -3%, nt
COc1ccc(NC(=O)C(=O)NNC(=O)c2cccs2)cc1
 : 3.7µM*, 15*, -6%, 10, 23%, 5%
COc1ccc(C2=NOC(C(=O)Nc3ccc(C(C)=O)cc3)C2)cc1OC (configuration not stated)
 : 137%[activator], 29*, 10%, 75*, -14%, 4%
Cc1cc(C)c(C(N)=O)c(Nc2cccc(Cl)c2C)n1
 : nt, 0, -8%, 8, -16%, 0%
CC1C(=O)N2CCCc3cc(NS(C)(=O)=O)cc1c32 (configuration not stated)
 : 17%, -1, 7%, -5, 12%, 6%
COc1ccc(-c2nc(N)n[nH]2)cc1
 : 23%, 14, 1%, 14, nt, 1%
CC1CCCC(C)N1CCCNC(=O)C(=O)Nc1ccc2nc3n(c(=O)c2c1)CCCCC3 (configuration not stated)
 : 14%, -10, -9%, -7, 4%, nt
CCCCc1nnc(NC(=O)c2ccc(OCc3c(C)noc3C)cc2)s1
 : ?, nt, -4%, nt, ?, nt
COC(=O)c1cc(OC)c(OC)cc1N=CC1=C(O)CC(C)(C)CC1=O
 : ?, -2, 9%, -7, 18%, -4%
COc1ccc(-c2n[nH]c(=S)n2C2CCCCC2)cc1
 : nt, -4, -5%, -16, 3%, 11%
Cc1ccc(/C=N/c2sc3c(c2C#N)CCC3)o1
 : ?, 1, -3%, 2, ?, -7%
CCCCC1=CC2=CC(=O)C(C)(OC(=O)C3CCCC3)C(=O)C2=CO1 (configuration not stated)
 : 48%[activator], -8, -1%, 19, ?, ?
COc1ccccc1CC(NC(C)=O)C(=O)NC1CCN(C(=O)NCc2ccccc2)CC1 (configuration not stated)
 : -9%, -4, 17%, -1, -6%, 12%
CCOc1ccc(CCNS(=O)(=O)c2c(C)n[nH]c2C)cc1OCC
 : 50%[activator], -3, -20%, 24, 2%, -1%
CCCS(=O)(=O)n1nc(-c2ccc(Br)cc2)cc1N
 : -17%, 15, -24%, 23, 19%, 1%
COc1ccc(/C=N/Nc2nc(N3CCCC3)nc(N3CCCC3)n2)cc1
 : 14%, -5, ?, -2, -5%, 2%
NC(=O)CCc1c[nH]c2ccccc12
 : 39%, -2, 19%, -22, nt, -2%
C=CCn1c(SC(C)C(=O)c2c(N)n(C)c(=O)n(C)c2=O)nnc1-c1ccoc1C (configuration not stated)
 : 8.3µM*, nt, 5%, nt, 12µM*, nt
COc1ccccc1N(O)C1CC(=O)N(c2ccc(F)cc2)C1=O (configuration not stated)
 : 43%[activator], 32*, 0%, 61*, 9%, -14%
CN1CCN(S(=O)(=O)c2cc([N+](=O)[O-])ccc2N/N=C/c2ccc(Cl)cc2)CC1
 : -19%, 1, 26%, -7, 30%[activator], 9%
Cc1ccc(C(=O)Nc2nnc(S(=O)(=O)N3CCC(C)CC3)s2)cc1
 : 25%, 3, -6%, -7, 27%, ?
COc1ccc(NC(=O)N2CCC(c3nc(-c4cccs4)no3)CC2)cc1
 : 0.52µM*, 19*, ?, 11, 11%, -2%
COc1ccc(S(=O)(=O)N2CCCC(C(=O)NCCC3=CCCCC3)C2)cc1 (configuration not stated)
 : 3%, 1, -21%, -7, ?, 9%
COc1ccccc1OCC(=O)NNC(=O)c1cnccn1
 : 124%[activator], 2, 8%, -3, ?, 16µM*
COc1ccc(/C=C/C(=O)Nc2ccccc2C(N)=O)cc1S(=O)(=O)N1CCOCC1
 : 4.1µM*, nt, 0%, nt, ?, nt
Cn1c(/C=N/NC(=O)c2ccccc2Br)nc2ccccc21
 : ?, 15*, -7%, 19, ?, -13%
O=C(Nc1ccccc1C(F)(F)F)c1cc(-c2ccco2)on1
 : 7%, 12, -11%, 58*, 36%[activator], -1%
CN(CC(=O)NNC(=O)CNC(=O)c1ccccc1Cl)S(=O)(=O)c1ccc(Cl)cc1
 : 17%, nt, -2%, nt, 11%, nt
CCOc1ccccc1N1CCN(C(=O)C(Sc2ccccc2)c2ccccc2)CC1 (configuration not stated)
 : 187%[activator], -4, -12%, -5, ?, 6%
COC(=O)C1(C(F)(F)F)C2C=CC(C2)N1S(=O)(=O)c1ccc(C)cc1 (configuration not stated)
 : 15%, -6, 4%, 1, -3%, nt
Cc1ccccc1OCCCC(=O)NCc1ccco1
 : 0%, 3, nt, -3, -12%, 2%
COCCNC(=S)Nc1cc2oc3ccccc3c2cc1OC
 : 8%, 16*, ?, 18, ?, 3%
Oc1c(C(c2ccc(F)cc2)N2CCc3ccccc3C2)sc2ncnn12 (configuration not stated)
 : ?, -2, 1%, -8, -21%, ?
CCc1nc(-c2cc3ccc(C)cc3[nH]c2=O)no1
 : ?, 17*, 19%, 34, 63%[activator], -6%
CCOC(=O)N1CCN(c2c(NCCN(C)Cc3ccccc3)c(=O)c2=O)CC1
 : ?, -2, 5%, 27, ?, 3%
CCc1ccc(CN2CCCC(C(=O)c3sccc3C)C2)o1 (configuration not stated)
 : 29%, -2, -1%, -12, -4%, 0%
COc1ccccc1N1CCN(C(=O)c2cc3c(s2)-c2ccccc2OC3)CC1
 : 5%, -5, ?, -3, 21%, 4%

Going on with the list:
Values run as follows: Pf growth 96h, CHX counter, HCV inhibitor, Shiga inhibitor, Pf growth 48h, FBPA Giardia inh
N#C/C(=N/Nc1ccc([N+](=O)[O-])cc1)C(=N)N1CCCCC1
 : ?, 31*, 3%, 104*, 329%[activator], -23%
CCOc1ccc(CN(C)C(=O)CNC(=O)c2cc(OC)c(OC)c(OC)c2)cc1
 : -17%, -6, -29%, 9, -18%, 3%
COc1ccc(OC)c(N(CC(=O)NCCSCc2ccco2)S(=O)(=O)c2ccc(OC)c(OC)c2)c1
 : 59%[activator], -3, -18%, -4, 42%[activator], nt
O=C(O)c1ccc(COc2ccc(CO)cc2Cl)cc1
 : 13%, 29*, 2%, 72*, 76%[activator], 26%
COc1ccc(-c2nnc(SCC(=O)NC3CC3)o2)c(OC)c1
 : ?, nt, 2%, nt, 8%, nt
COCc1nnc(NC(=O)CCCOc2ccccc2)s1
 : -15%, 5, 7%, -1, 9%, 3%
NC(=O)C1CCCN(C(=O)c2ccc3nc(Cc4cccc(Cl)c4)oc3c2)C1 (configuration not stated)
 : ?, 13, -12%, 16, ?, 3%
COc1ccc(S(=O)(=O)NNC(=O)c2cc3c4ccccc4n(C)c3s2)cc1
 : 63%[activator], -3, 3%, -15, 24%, 6%
N#CC1=C(N)Oc2c(c(=O)sc3ccccc23)C1c1cccnc1 (configuration not stated)
 : 12%, -1, ?, 6, -4%, 5%
Cn1ncc(Cl)c1C(=O)N/N=C/c1cccc(OC2CSC2)c1
 : -10%, 13, -3%, -2, 1%, ?
CCN(CC)C(=O)c1ccc(NC(=O)c2cc(-n3cnnc3)ccc2Cl)cc1
 : 24%, 0, 2%, -1, ?, -2%
CCCCS(=O)(=O)/C=C/[C@H]1[C@H](S(=O)(=O)CCCC)[C@H]2C=C[C@@H]1C2
 : ?, -1, -9%, 10, -16%, -1%
C=CCc1c(Cl)nc(C)nc1NCc1ccccc1
 : ?, 2, -20%, -9, 6%, 6%
CN1CC=C2C(C#N)=C(N)C(C#N)(C#N)C(c3ccncc3)C2C1 (configuration not stated)
 : 7%, -3, -12%, -28, -4%, ?

Complete entries, quoted from the list.
Listed for COc1ccccc1CC(NC(C)=O)C(=O)NC1CCN(C(=O)NCc2ccccc2)CC1 (configuration not stated) = Pf growth 96h: -9%; CHX counter: -4; HCV inhibitor: 17%; Shiga inhibitor: -1; Pf growth 48h: -6%; FBPA Giardia inh: 12%
Listed for COc1ccc(NC(=O)C(=O)NNC(=O)c2cccs2)cc1 = Pf growth 96h: 3.7µM*; CHX counter: 15*; HCV inhibitor: -6%; Shiga inhibitor: 10; Pf growth 48h: 23%; FBPA Giardia inh: 5%

Assay outcomes deposited in PubChem by National Center for Advancing Translational Sciences (NCATS).
